# H9c2 TAG inh: inhibitors of triacylglycerol accumulation, primary screen, cell-based, uHTS, fluorescence, H9c2 | inhibition, % at 12.5 µM | H9c2 cells, Nile Red lipid (TAG) fluorescence; cells loaded with 200 µM oleic acid | 230,000 compounds, 0.66% hits;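 active = pattern-corrected inhibition of lipid staining of at least 50% with the nuclear-stain viability signal not falling by more than 50%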;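 note: 0% = DMSO wells and 100% = triacsin C control wells; some results filed as inactive read as strong as hits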
# H9c2 TAG inh DAPI viability: recorded beside H9c2 TAG inh, whose call it bears; DAPI nuclei signal change (viability), lower = more cytotoxic, %;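 whole-well DAPI fluorescence read on a plate reader as a viability signal; minus 50 percent equals half of cells still viable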
# An asterisk follows results filed as active. This is a subset, so the mix of outcomes need not match the whole.
# Under each structure – H9c2 TAG inh | H9c2 TAG inh DAPI viability
CC[C@]12c3[nH]c4ccc(OC)cc4c3CCN1C(=O)C(CC(=O)NCCCN(C)C)C[C@@H]2C(=O)N1CCN(C(=O)c2ccco2)CC1 (stereo partly drawn)
  2 | 2
O=C(Cn1cncn1)N1CCN(c2ccc(F)cc2)CC1
  20 | -10
C[C@H](CO)N1C[C@H](C)[C@@H](CN(C)S(=O)(=O)c2ccc(F)cc2)Oc2c(NC(=O)NC3CCCCC3)cccc2C1=O
  17 | -4
Cn1c(=O)c2c(ncn2CC(COCc2ccccc2)OCc2ccccc2)n(C)c1=O (stereo not drawn)
  7 | -3
Cc1cccnc1NC(=O)CNC(=O)C1CCCCC1
  5 | -1
CCN1C(=O)[C@H]2[C@@H](c3ccc(C(F)(F)F)cc3)N[C@]3(CCCN(Cc4cccn4C)C3=O)[C@H]2C1=O
  7 | -3
O=C(OCCNC(=O)c1cc2ccccc2oc1=O)c1cccnc1
  8 | 2
O=C(Cc1cccs1)NCc1cccnc1
  2 | 10
CN(C)CCNc1nc2sc3c(c2c(=O)n1-c1ccccc1)CCCCC3
  11 | -3
NC(=S)N/N=C1\CC(c2ccc3c(c2)OCCCO3)Oc2ccc(F)cc21 (stereo not drawn)
  7 | 6
CSCCC(/C(O)=C(\C#N)c1nc2ccccc2[nH]1)N1C(=O)c2ccccc2C1=O (stereo not drawn)
  -7 | -10
COC(=O)CCc1c(C)[nH]c(=S)[nH]c1=O
  10 | 3
COc1ccc(OC)c(N=Nc2c(O)c3ccccc3[nH]c2=O)c1
  13 | 3
Cc1ccc(C(=O)CSc2nsc(C)c2C#N)cc1
  7 | 3
O=C(NCCCN1C(=O)c2ccccc2C1=O)OCc1ccccc1
  7 | 8

# Going on with the list:
# Under each structure – H9c2 TAG inh | H9c2 TAG inh DAPI viability
CCc1nc2c(OCc3ccc(Cl)cc3Cl)cccn2c1N(C=O)Cc1ccc(OC)cc1
  -1 | -2
O=C(c1cnc2nc3ccccc3n2c1)c1cc(F)ccc1O
  17 | -4
O=C(CCNC(=O)c1ccc(Cl)cc1)Nc1ncccc1O
  2 | 8
COc1ccc(-c2nn(CCC#N)cc2/C=N/O)cc1OC
  -1 | 9
Cc1ccc(CNC(=O)CCc2ccc(S(=O)(=O)NC3CCCCC3)cc2)cc1
  33 | -26
CC[C@]12c3[nH]c4cc(-c5ccco5)ccc4c3CCN1C(=O)[C@@H](CC(=O)NCCC1=CCCCC1)C[C@@H]2C(=O)N1CCN(C(=O)C2CC2)CC1
  20 | 13
Cc1cc(OC(=O)Cc2cccc3ccccc23)c([N+](=O)[O-])c(=O)[nH]1
  4 | 13
CC(C)(C)c1ccc(OCCCC(=O)Nc2nnc(C3CC3)s2)cc1
  4 | 9
COc1ccccc1/C=C(\NC(=O)c1ccc(OC)c(OC)c1)C(=O)Nc1cc([N+](=O)[O-])ccc1C
  48 | -46
Cc1ccc(NC(=O)/C=C/c2ccc(S(=O)(=O)N3CCOCC3)cc2)cc1S(=O)(=O)N(C)C
  2 | -2
Cc1ccc(Cn2c(=N)c(C(=O)NCc3ccco3)cc3c(=O)n4ccccc4nc32)cc1
  28 | 14
COC(C/C=C/[C@@H](O)COCc1ccccc1)OC
  -6 | -6
S=C1NC[C@H](Cc2ccccc2)N1CC1CCN(CCCCc2ccccc2)CC1
  6 | 14
C/C(NCCc1ccc(O)cc1)=C1/CCOC1=O
  -3 | 0
C[C@H]1CC[C@@]2(O[C@H](CCO)C[C@@H](O)[C@@H]2O)O1
  -11 | -3

# Entries above that contain a Cl atom, in the order listed:
# Under each structure – H9c2 TAG inh | H9c2 TAG inh DAPI viability
CCc1nc2c(OCc3ccc(Cl)cc3Cl)cccn2c1N(C=O)Cc1ccc(OC)cc1
  -1 | -2
O=C(CCNC(=O)c1ccc(Cl)cc1)Nc1ncccc1O
  2 | 8

# The results go on.
# Under each structure – H9c2 TAG inh | H9c2 TAG inh DAPI viability
C=CCN1CN(CCc2ccccc2)CNC1=S
  3 | -9
CCC1(COC(=O)Nc2cccc(Cl)c2)COC1
  -4 | 1
Cc1cc(C(=O)Nn2cnnc2)ccc1[N+](=O)[O-]
  18 | -6
CC[C@@H](C)[C@@H]1CN([C@@H](C)CN2CCC[C@H]2CN2C(N)=NC[C@H]2C(C)C)C(=N)N1CCc1ccc(Cl)c(Cl)c1
  -12 | 35
O=C(CCc1c[nH]c2ccccc12)OCc1cccc(C(F)(F)F)c1
  3 | -2
COCC1CCCN(Cc2nc(Cc3ccccc3)no2)C1 (stereo not drawn)
  -2 | 6
O=C(C1CCCO1)N1CCN(C(=S)Nc2cccc(F)c2)CC1 (stereo not drawn)
  5 | -2
COc1ccccc1-c1cc(C(F)(F)F)n2ncc(S(=O)(=O)c3ccccc3)c2n1
  -81 | 12
Cc1ccccc1NC(=O)CSc1nc(O)cc(=O)n1C
  -4 | -1
COc1cc(C(=O)COC(=O)c2ccc([N+](=O)[O-])o2)cc(OC)c1OC
  17 | -3
O=C1NC(Cc2ccc(O)cc2)c2nc3ccc(Br)cc3c(=O)n2-c2cc3ccccc3cc21 (stereo not drawn)
  47 | -10
O=C(Nc1ccc(S(=O)(=O)N2CCCC2)cc1)c1cccnc1Cl
  7 | 8
S=C(N/N=C1\CCc2ccccc21)NC1CCCCC1
  4 | -2
COc1ccc(C(=O)NNC(=S)NC(=O)c2ccc(OC)cc2)cc1
  -4 | 3
COc1ccc([C@H]2C(C(=O)O)=C[C@@H](C(C)(C)C)N2S(=O)(=O)c2ccccc2)cc1
  -5 | 11

# Remaining list, next part
# Under each structure – H9c2 TAG inh | H9c2 TAG inh DAPI viability
O=C(COC(=O)/C=C/c1cccc(Br)c1)NCc1ccco1
  -5 | 6
COCCNC(=S)N(C)[C@H]1C[C@H]2c3cc(-c4ccccc4)ccc3CCN2C(=O)[C@H]1[C@H](C)O
  8 | -13
O=c1c2cn[nH]c2nc(SCc2c(F)cccc2F)n1-c1ccc(Cl)cc1
  -6 | -9
COCc1c(CCl)cnc(C)c1O
  -7 | 5
CCOc1ccc(NC(=O)N(C2CCCC2)C2CCN(C(C)=O)CC2)cc1
  -4 | 1
COc1ccc(-c2noc(-c3csc([C@@H]4O[C@H](CO)[C@H](O)[C@H](O)[C@H]4O)n3)n2)cc1OC
  0 | 1
O=C(CN1C(=O)CSC1=O)Nc1ccc2c(c1)OCCO2
  17 | 0
O=C(NNC(=O)c1ccccc1Cl)c1ccco1
  3 | -6
CCCOc1ccc(C(=O)CCC(=O)OCC(=O)N2CCN(S(=O)(=O)c3ccc(C)cc3C)CC2)cc1
  11 | -13
CCCCN1C(=O)C(CC(=O)NC(c2ccccc2)c2ccccc2)CC(C(=O)N(CC)CC)=C1C (stereo not drawn)
  0 | 3
COc1cc(N)c(Cl)cc1NC(=O)c1ccccc1
  2 | 1
OCCC1CN(C2CCC2)CCN1Cc1ccc(F)c(F)c1 (stereo not drawn)
  14 | 1
CSCCC(NC(=O)c1ccccc1Cl)C(=O)N1CCCC(C)C1 (stereo not drawn)
  21 | -3
Cc1ccc(S(=O)(=O)N(C)CCCC(=O)Nc2cccc3ccccc23)cc1
  10 | -12
O=C(NCCCN1CCOCC1)c1ccc(Cl)cc1Cl
  7 | -1

# Going on with the list.
# Under each structure – H9c2 TAG inh | H9c2 TAG inh DAPI viability
CC(C)(C)OC(=O)C[C@@H]1C/C=C\C[C@@H](CC(=O)NCCO)C(=O)N2CCC[C@H]2COC1=O
  -3 | 3
Cc1ccc(C(=O)Nc2nc(N)n(-c3ccccc3)n2)cc1
  0 | 0
CCN1CCN(Cc2c3ccccc3cc3ccccc23)CC1
  -6 | 7
COc1ccc(NC(=O)CN(C)C(=O)Cc2n[nH]c(=O)c3ccccc23)cc1
  -13 | 3
COc1cc(OC)cc(C(=O)NCCN2CCOCC2)c1
  -16 | 4
CC(C)c1ccccc1NC(=O)C1C2C=CC(C2)C1C(=O)O (stereo not drawn)
  -16 | 5
O=S(=O)(c1ccccc1)N1N=C(c2cccs2)CC1c1cccc(O)c1 (stereo not drawn)
  3 | -3
C=CCN1C(=O)CN=C1Nc1ccc(F)cc1
  0 | 7
CC1CCCCN1C(=O)COC(=O)C1CCN(S(=O)(=O)c2ccc3c(c2)OCCO3)CC1 (stereo not drawn)
  -11 | 6
COc1ccccc1Nc1nc(Cl)c(C=O)s1
  -32 | 12
O=C(NCc1ccccc1Cl)C1CCN(S(=O)(=O)N2CCOCC2)CC1
  8 | -13
O=C(NNC(=O)c1cc2ccccc2cc1O)Nc1ccc(F)cc1F
  3 | 7
CCCn1c(COc2ccccc2)nc2ccccc21
  -16 | 1
CCN(C(=S)Nc1cccnc1)c1ccccc1
  2 | -6
CCC1CCc2sc(C(=O)NCC(c3ccccc3OC)N3CCCC3)cc2C1 (stereo not drawn)
  24 | -12

# (listing goes on)
# Under each structure – H9c2 TAG inh | H9c2 TAG inh DAPI viability
O=C(COC(=O)CCc1nc2ccccc2c(=O)[nH]1)Nc1ccccc1
  4 | 4
Cc1ccc(NC(=O)C(=O)NCCCN2CCOCC2)c(C)c1
  -6 | 14
O=[N+]([O-])c1cccc(/C=C2\CCc3cnn(C4CCS(=O)(=O)C4)c32)c1 (stereo not drawn)
  15 | -10
COc1ccc2[nH]c(C)c(CCNC(=S)Nc3ccccc3C)c2c1
  -28 | 3
O=C(COC(=O)CCC(=O)c1ccc(F)cc1)Nc1cccc(S(=O)(=O)N2CCOCC2)c1
  2 | 4
O=C(O)Cn1nnnc1SCC(=O)Nc1ccc(F)cc1F
  12 | -5
COc1ccc(NC(=O)CCN2CCC(C)CC2)cc1
  -20 | 13
COc1ccccc1-c1nn(Cc2ccccc2)cc1/C=C/C(=O)O
  6 | -2
CCCC(=O)Nc1cc(S(=O)(=O)N2CCOCC2)ccc1N1CCCCC1
  -1 | 4
CC(C)CNC(=O)C1(C)CCCN1C(=O)CSc1ccccc1 (stereo not drawn)
  3 | -3
O=C(c1nc(SCc2ccc([N+](=O)[O-])cc2)n2ccccc12)C(F)(F)F
  -12 | -2
CC(C)(C)NS(=O)(=O)c1ccc(/C=C/C(=O)O)cc1
  -1 | 6
Cc1cccc(OCCCC(=O)Nc2nc3ccccc3[nH]2)c1
  24 | -3
O=C(Nc1nc2c(s1)CCCC2)c1cc(-c2ccccc2)nc2ccccc12
  23 | 7
O=C(c1cn(-c2ccccc2)nc1-c1ccc(F)cc1)N1CCOCC1
  -6 | 16

# (cont.)
# Under each structure – H9c2 TAG inh | H9c2 TAG inh DAPI viability
Cn1c2c(c(=O)n(C)c1=O)CN(CCN1CCNCC1)CN2
  9 | 2
CC(C)C(NC(=O)c1ccc(F)cc1)C(=O)N1CCN(C(=O)c2ccco2)CC1 (stereo not drawn)
  -18 | 6
O=C(COc1ccc(F)cc1)NCCNC(=O)COc1ccc(F)cc1
  21 | -7
Cc1ccc(CNC(=O)CNC(=O)c2c(C)nn(C)c2Cl)cc1
  7 | -2
COc1cc(C(=O)COC(=O)c2c(C)noc2C)cc(OC)c1OC
  -1 | -1
O=C(Nc1ccc2snnc2c1)Nc1cccc2ccccc12
  29 | -23
O=C(O)c1c(-c2ccccc2)cnc2ccccc12
  10 | -14
O=C(Nc1ccc2c(c1)OCO2)c1cnn2c(C(F)(F)F)cc(-c3ccco3)nc12
  44 | -3
CC(C)C[C@H]1CN=C(Nc2ccccc2)N1CCC(C)c1ccccc1 (stereo partly drawn)
  7 | 14
COc1ccccc1NS(=O)(=O)c1ccc(C(=O)NCC(c2ccccc2OC)N2CCCC2)cc1 (stereo not drawn)
  13 | 1
O=C(O)c1ccc(N/N=C/C2=C(N3CCOCC3)C(=C\c3ccccc3)/CC2)cc1
  -10 | 3
CC1=C(C(=O)N(C)C)CC(CC(=O)NC2CCCCC2)C(=O)N1Cc1ccccc1 (stereo not drawn)
  -4 | 1
O=C(COC(=O)Cn1cnc2ccccc21)NCc1ccc(F)cc1
  -21 | 14
CN(C)c1ccc(N/C=C/C(=O)C(F)(F)F)cc1
  -4 | 5
CCN(CC)C(=O)CSc1nc2cc3c(cc2c(=O)n1Cc1ccc2c(c1)OCO2)OCO3
  -2 | -1

# (list continues)
# Under each structure – H9c2 TAG inh | H9c2 TAG inh DAPI viability
O=C(NCCN1CCNC1=O)C1CCC(=O)N(Cc2ccccc2F)C1 (stereo not drawn)
  -7 | 2
CCOC(=O)c1c(C)[nH]c(C(=O)OCC(=O)N(C)CC(=O)Nc2ccccc2Cl)c1C
  27 | -7
Nn1c(-c2cccs2)nc2sc3c(c2c1=O)CCCC3
  -3 | 4
CCOC(=O)CC1C(=O)NCCN1S(=O)(=O)c1cc(Cl)c(Cl)cc1Cl (stereo not drawn)
  12 | -8
Nn1c(SCC(=O)Nc2nccs2)nnc1-c1ccccn1
  -1 | 4
O=C(NC(=S)N1CCOCC1)c1ccc(F)cc1
  9 | -23
Cc1ccsc1/C=N\Nc1cn[nH]c(=O)c1Cl
  8 | 10
CC(C)Cn1c(N)cc(=O)n(C)c1=O
  16 | 3
C[C@@H](C(=O)N=c1sc2ccccc2n1C)N1C(=O)C2CC=CCC2C1=O (stereo partly drawn)
  11 | 0
COc1ccc(C(=O)Nc2cc(-c3nn4c(C)nnc4s3)ccc2C)cc1
  11 | -4
Cn1c(-c2ccc(C=O)s2)nc2ccccc21
  -3 | -8
COc1cc(OC)cc(C(=O)NCCNc2nc3cc(C)cc(C)c3cc2C#N)c1
  7 | 9
Clc1ccc(Cn2ncc3c(NCCN4CCOCC4)ncnc32)cc1
  -3 | -5
O=[N+]([O-])c1ccccc1OCC(O)CNC1CCCC1 (stereo not drawn)
  4 | 2
CSCCC(NS(=O)(=O)c1ccc2c(c1)oc(=O)n2C)C(=O)NC1CCC(C)CC1 (stereo not drawn)
  1 | 8
CCCCC(=O)Nc1ccccc1CC
  -7 | 7
CCN(CC)S(=O)(=O)c1ccc2c(c1)nc(SCC(=O)N1CCCCCC1)n2-c1ccc(OC)cc1
  2 | 4
CC(C)NC(=O)C1(C)CCN1C(=O)c1cccn1C (stereo not drawn)
  -3 | 3

# Taken from above.
# `Cc1ccc(C(=O)Nc2nc(N)n(-c3ccccc3)n2)cc1` in H9c2 TAG inh DAPI viability: 0
# `O=C(c1cnc2nc3ccccc3n2c1)c1cc(F)ccc1O` in H9c2 TAG inh DAPI viability: -4

# From PubChem
